Screening results deposited in PubChem by several laboratories.
aSyn UTR inh: MLPCN primary screen, SNCA 5' untranslated region; alpha-synuclein 5'UTR reporter, inhibitor activity; inhibition, % (tested at 7.5 µM); 300,000 compounds, 0.82% hits; AID 1813; in the data active means inhibition above about 60%;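 further: H4 neuroglioblastoma cells stably carrying SNCA 5'UTR luciferase fusion; 0% = DMSO wells and 100% = positive control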
KLF5 inh: kruppel-like factor 5 inhibition | DLD-1 KLF5 promoter-luciferase reporter, luminescence | inhibition, % at 5 µM | 290,000 compounds, 0.23% hits | AID 1700;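 active means inhibition above a per-plate limit of that plate's mean compound inhibition plus 3 SD, cut at about 60% in these data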;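 further: 0% = DMSO wells and 100% = LY294002 at 200 µM; higher means less KLF5 promoter-driven luciferase light; inactives centre near -14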
IEC-6 cytotox: kills IEC-6 intestinal cells in KLF5 counter-screen | IEC-6 cytotoxicity, luminescence viability | 290,000 compounds, 0.78% hits | inhibition, % at 5 µM; in the data active means inhibition above about 22%;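 further: 0% = plate median of test compound wells and 100% = cytotoxic reference compound wells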
HSF1 inh: HSF1 inhibition; NIH3T3-HGL HSE-luciferase, MG132-induced, luminescence 8 h; hits give low values; activity change, negative = inhibition, % at 7.5 µM (by protocol); 300,000 compounds, 0.77% hits; AID 2098;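 active means more than half of replicate wells show activity change below -50%, luminescence cut by over half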;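 further: luciferase reports HSF-1 transcriptional activity via heat shock element; 0% = median of DMSO wells and -100% = zero luminescence signal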
GSK3beta inhib: inhibitors of human GSK3beta kinase. GST-GSK3beta kinase, ADP-Glo luminescence, 60 min; hits give low values. activity score (negative = inhibition), % at 10 µM. 300,000 compounds, 0.038% hits;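 active means more than half of replicate wells score below -50%, meaning over 50% inhibition versus plate controls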;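 further: 0% = median DMSO wells and -100% = median GW8510 positive control wells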
Target sequence (P49841 whole entry, looked up): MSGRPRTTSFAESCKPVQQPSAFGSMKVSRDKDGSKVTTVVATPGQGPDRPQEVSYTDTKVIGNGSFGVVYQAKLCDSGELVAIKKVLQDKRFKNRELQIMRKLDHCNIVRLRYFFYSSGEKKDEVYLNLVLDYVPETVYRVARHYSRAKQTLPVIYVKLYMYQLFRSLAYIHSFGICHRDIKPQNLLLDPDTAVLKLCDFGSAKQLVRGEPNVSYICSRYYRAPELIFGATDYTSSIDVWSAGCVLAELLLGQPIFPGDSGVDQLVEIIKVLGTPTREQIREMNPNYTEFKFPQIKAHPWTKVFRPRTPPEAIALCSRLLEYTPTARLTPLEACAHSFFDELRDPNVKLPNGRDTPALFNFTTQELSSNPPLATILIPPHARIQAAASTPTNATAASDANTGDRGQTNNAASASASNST
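Test system: GST-fused GSK3beta enzyme, cell-free | Quantity: 1.6 ng GST-GSK3beta enzyme per well | Reagent: 25 µM ATP with peptide substrate | Schedule: 60 min enzyme reaction, room temperature | Signal: Luminescent ADP-Glo measurement of ADP formed | Read-out basis: Score relative to plate controls | Control set: DMSO and 20 µM GW8510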
GSK3A inh: human GSK-3 alpha kinase inhibition | ADP-Glo luminescence, 60 min | inhibition, % at 10 µM | AID 2650 | 320,000 compounds, 0.1% hits;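 in the data active means inhibition above about 50%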;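 further: GST-tagged GSK-3 alpha with peptide substrate and 25 µM ATP; 0% = DMSO neutral wells and 100% = GW8510 positive control wells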
Target sequence (P49840 whole entry, looked up): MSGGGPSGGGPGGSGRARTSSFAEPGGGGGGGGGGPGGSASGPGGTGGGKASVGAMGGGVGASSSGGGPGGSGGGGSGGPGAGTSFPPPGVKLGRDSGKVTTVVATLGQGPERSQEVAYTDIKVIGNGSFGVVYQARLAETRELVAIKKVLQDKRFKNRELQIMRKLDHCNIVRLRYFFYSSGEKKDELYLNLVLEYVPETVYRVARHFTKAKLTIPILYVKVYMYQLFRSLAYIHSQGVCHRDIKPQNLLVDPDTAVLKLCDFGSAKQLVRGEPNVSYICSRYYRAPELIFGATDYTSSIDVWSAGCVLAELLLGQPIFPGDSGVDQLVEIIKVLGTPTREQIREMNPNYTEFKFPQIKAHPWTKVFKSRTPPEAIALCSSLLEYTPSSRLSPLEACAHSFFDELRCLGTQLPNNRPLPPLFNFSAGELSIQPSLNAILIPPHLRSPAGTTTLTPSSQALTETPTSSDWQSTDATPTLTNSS
HSP90 inh: inhibitors of HSP90 luciferase refolding in rabbit reticulocyte lysate. inhibition, % at 5.6 µM. 290,000 compounds, 0.91% hits. luciferase refolding luminescence, 3 h;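 active means inhibition above the screen-wide mean plus 3 SD, computed separately per campaign, cut at about 16% in these data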;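 further: 0% = DMSO wells and 100% = 60 µM geldanamycin wells; inhibitors lower the luminescence because luciferase stays unfolded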
AI-2 QS mod: modulators of Vibrio harveyi AI-2 quorum sensing system | activity change, % at 7.5 µM | 300,000 compounds, 0.4% hits | Vibrio harveyi JMH597 AI-2 luminescence/OD600 ratio, 9 h; hits give low values; strain lacks LuxN and CqsS sensors; 0 = neutral-control median; in the data active means activity change below about -75%, passing the limit was not always enough;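 further: luminescence divided by OD600 gain over 9 h not by final OD600 alone; inactives centre near 13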
HSF1 activator: increases HSF-1 driven luciferase reporter signal; NIH3T3-HGL HSF-1 luciferase reporter, MG132, 8 h; 100% = twice DMSO control signal; activation, % at 9 µM; 300,000 compounds, 1.7% hits; AID 504408;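 active means mean replicate activation of at least 50% with a set share of replicates each reaching 50%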;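 further: 0% = median of the neutral control wells and 100% = twice that signal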
HIF act: HIF pathway transcriptional activation | U2OS HRE-luciferase reporter, luminescence; normalized: DMSO 0%, desferrioxamine 100% | 300,000 compounds, 0.32% hits | AID 1910 | activation, % at 7.5 µM (by protocol);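 active means mean activation of at least 10% of the iron chelator positive control signal, with at least half of replicates also reaching 10%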
Starred values were filed as active, the others as inactive; / = not tested or not shown.

Values in the order: aSyn UTR inh	KLF5 inh	IEC-6 cytotox	HSF1 inh	GSK3beta inhib	GSK3A inh	HSP90 inh	AI-2 QS mod	HSF1 activator	HIF act
COC(=O)c1c(C(=O)OC)c(-c2cccc(Cl)c2)n2c1CS(=O)C2 (stereo unspecified)
    -2	12	-2	-8	-1	-2	-3	10	1	0.0
COc1ccccc1CN(C)CC(=O)Nc1ccc(Cl)cc1C(F)(F)F
    -12	11	-9	10	-2	-1	-2	0	18	-0.3
CC(=O)N/N=C(/c1ccccc1)C(O)c1ccccc1 (stereo unspecified)
    -13	-23	-3	-6	-2	-1	-1	-6	6	0.4
COc1ccccc1OCCn1nnc2ccccc21
    -101	-29	-6	10	4	2	5	20	-7	3.4
Cc1onc(-c2ccccc2)c1C(=O)N1CCCN2C(=O)c3ccccc3C21 (stereo unspecified)
    -25	-17	-5	4	-2	4	1	18	16	0.3
O=C(COc1cc2oc(=O)cc(-c3ccccc3)c2cc1Cl)NCc1ccccn1
    16	-20	-5	5	0	-1	-1	17	5	-0.5
Cc1ccc(-n2c(-c3cnccn3)n[nH]c2=S)cc1
    7	-26	3	-7	-2	1	0	15	-5	-0.3
COc1cc(NS(=O)(=O)c2ccc(NC(=O)C3CCCO3)cc2)nc(OC)n1 (stereo unspecified)
    3	-33	-5	3	1	-3	-4	1	1	0.3
CC1(C)C2CCC1(C)C(OCC[N+](C)(C)CC(=O)OC1CCCCC1)C2 (stereo unspecified)
    4	7	2	-8	-8	9	4	4	-6	-0.1
c1ccc(-c2csc(-n3cnnn3)n2)cc1
    13	-16	-2	-7	0	1	-1	34	7	-0.6
C=CCn1c(SC2CCOC2=O)nc2sc(CC)cc2c1=O (stereo unspecified)
    /	-13	-2	/	0	-3	3	15	/	/
CC(C)c1nc(N2CCCC2)c(C#N)c2c1CCCC2
    15	-3	1	2	2	-1	0	8	40	-1.1
O=C(c1ccc(F)cc1)N1CCN=C1c1ccccc1
    9	15	-5	-1	3	1	0	12	-4	-0.5
COc1ccc(CN(C(=O)Cc2cccs2)C(C(=O)NC2CCCC2)c2ccncc2)cc1 (stereo unspecified)
    7	-2	-4	-8	-3	0	-1	3	8	-0.3
CC1CCCCN1S(=O)(=O)c1coc(C(N)=O)c1 (stereo unspecified)
    23	-17	2	-1	-1	/	3	26	-1	-0.3
Cc1c(Cl)cnc(NC(=O)COC(=O)c2cccc(S(=O)(=O)N3CCc4ccccc4C3)c2)c1Cl
    -30	-13	0	-12	2	-1	-5	8	-9	-0.3
FC(F)(F)c1nnc2c3ccccc3c(Cl)nn12
    -13	-3	0	9	-1	0	-5	11	-3	-6.9
COc1ccc(C(=O)CSc2nnc(CN3CCCCC3)n2-c2ccc(F)cc2)cc1
    -1	-23	9	-3	2	0	6	-4	9	-0.2
Cc1sc2nc(SCC(=O)NCc3ccco3)[nH]c(=O)c2c1C
    /	-9	-2	/	/	1	-1	/	/	/
O=[N+]([O-])c1cc([N+](=O)[O-])c2cccnc2c1Oc1ccccc1O
    -43	7	6	15	1	8	3	16	15	-0.6
Cn1c(=O)n(CC(=O)O)c(=O)c2c1nc1n2CCCN1Cc1ccccc1
    -4	-12	0	0	2	-1	2	3	7	0.0
CCN1CCN(C(CNS(=O)(=O)c2ccc(C)cc2)c2ccccc2)CC1 (stereo unspecified)
    -6	-1	-7	0	-6	/	-5	10	0	-24
Cc1cc(C)c2c(c1)/C(=N\N=c1\sc3ccccc3n1C)C(=O)N2
    -107	-17	1	3	-6	-3	0	11	-5	0.8
O=C(c1cc(Cl)ccc1[N+](=O)[O-])n1cnc2ccccc21
    4	-19	1	-33	1	-3	-3	27	-41	1.0
CCOC(=O)/C=C1\NC(C)(C)Cc2cc(OC)c(O)cc21
    19	2	-4	5	-7	-1	1	17	4	-0.5
COc1ccc(NC(=O)Nc2ccccc2C(=O)N2CCCC2)cc1
    -7	13	2	7	0	-1	2	13	36	2.1
Cc1ccc(C)c(CN2C(=O)C3CCCN3c3ccc(C#N)cc32)c1 (stereo unspecified)
    24	-16	0	-7	3	-2	0	25	0	-1.0
COc1cccc(CC2(CO)CCN(C(=O)NCCc3ccccc3)CC2)c1
    6	-2	0	-10	-1	-2	3	6	-17	0.2
O=C(C1CCN(S(=O)(=O)c2cccc3cccnc23)CC1)N1CCN(c2ccccn2)CC1
    37	-22	0	-2	2	4	-5	24	-7	-1.9
Cc1ccccc1-c1noc(-c2ccccc2C(=O)NCC2CCCO2)n1 (stereo unspecified)
    /	9	0	/	-8	0	6	7	/	/
COc1ccccc1Nc1nnc(SCC(=O)c2cc(C)n(CC3CCCO3)c2C)s1 (stereo unspecified)
    12	-22	5	8	4	-2	-2	22	-4	-0.2
CC(=O)c1ccc(NC(=S)Nc2ccn(Cc3ccc(Br)cc3)n2)cc1
    -1	13	3	/	0	1	0	4	/	1.4
CN(C)c1ccc(CN2CCCC(O)C2)cc1 (stereo unspecified)
    -4	-15	0	1	1	-4	-2	13	36	-0.8
Cc1onc(-c2c(Cl)cccc2Cl)c1C(=O)N1CCSCC1
    -11	3	-1	-3	2	-2	7	17	3	0.2
CCCCn1c(N)c(N(CC)C(=O)c2cccc(F)c2)c(=O)[nH]c1=O
    10	-15	-2	-7	0	0	-2	2	0	-0.1
CCOC(=O)C1(C)C=C(Nc2ccc(C)cc2)C(=O)N1c1ccc(C)cc1 (stereo unspecified)
    -15	-19	1	3	-1	0	0	11	-2	-0.3
O=C(NCCCN1CCOCC1)C1CCC(=O)N1C1CCCCC1 (stereo unspecified)
    -23	1	-1	2	5	-2	0	25	-1	-0.6
S=C(NCc1ccco1)N/N=C/c1ccc(Cl)cc1
    -24	-30	4	35	1	-4	2	-7	95*	0.3
COc1cccc(CNS(=O)(=O)c2ccc3c(c2)N(C(C)=O)CCS3)c1
    -15	-7	-6	-3	3	1	1	18	5	-0.2
COc1ccc(CNC(=O)C(C)OC(=O)CCN2C(=O)C3CC=CCC3C2=O)cc1 (stereo unspecified)
    -8	/	/	4	3	-2	/	8	-4	-0.2
Nc1nncn1C(=O)CCCOc1ccccc1
    -1	-1	0	10	1	2	-4	38	24	-42
CCCNc1ncccc1C(N)=O
    -7	-20	-4	-3	-4	0	-3	-3	6	-0.1
CN1C(C(=O)NCc2ccco2)CC2Cn3c(nc4cc(Cl)c(Cl)cc43)C21 (stereo unspecified)
    3	/	/	0	0	1	/	21	-16	0.1
Cc1ccc(-n2cc(CN3CCN(Cc4nccn4C)CC3)c(-c3ccc(F)cc3)n2)cc1
    12	-15	-4	32	-4	-4	5	21	55*	0.2
COc1cc(SC)ccc1C(=O)OCC(=O)N1CCCC1
    -74	-35	-4	4	1	-1	-2	16	11	1.8
CCc1ccc(NC(=O)C2CCCN(S(C)(=O)=O)C2)cc1 (stereo unspecified)
    2	-29	8	-4	3	-2	1	0	1	0.4
O=S(=O)(c1ccc(NC(=S)N/N=C/c2ccc(Oc3ccccc3)cc2)cc1)N1CCOCC1
    37	-7	2	-6	-1	/	4	12	-2	-0.6
Cc1cccc(NC(=S)NCc2ccc3c(c2)OCO3)c1
    -3	-9	2	8	1	-1	-5	-10	23	1.0
Cc1cc(SCC(=O)OCC(=O)NC(C)c2ccccc2)c(C)cc1Br (stereo unspecified)
    -15	-28	1	2	-1	1	-7	21	-8	-0.1
Cc1oc(C(C)(C)C)cc1C(=O)Nc1ccc(N2CCOCC2)cc1
    -40	6	1	0	-1	-3	5	15	4	0.4
O=C(CNc1cccc2ccccc12)N/N=C/c1cccc(Oc2ccccc2)c1
    12	-17	-4	-3	1	-1	6	22	8	-0.8
CC(/C=C/c1ccccc1)=N\NC(=O)c1ccc(Br)cc1
    -12	-30	8	8	2	-2	-1	27	10	-0.9
Cc1cc(NCc2ccc(F)cc2Cl)n2nnnc2n1
    7	1	2	1	2	-2	4	21	6	0.0
COc1ccc(N2CCN(C(=O)CN(C3CCCCC3)S(C)(=O)=O)CC2)cc1
    -31	11	3	-3	0	-2	-1	14	7	-0.4
COc1ccccc1CCC(=O)N1CCN(C(=O)c2ccccc2)CC1
    3	-14	3	-12	1	-2	-4	-1	-1	-2.4
Cc1cc(Cl)c(S(=O)(=O)N2CCCCCC2)cc1OCC(N)=O
    /	-4	2	/	/	-3	-3	/	/	/
CC1(C)[C@H]2CC=C(CN3CCC(N4CCC(C(=O)N5CCCC5)CC4)CC3)[C@@H]1C2
    -14	1	-5	/	-3	1	2	14	/	/
CCCn1c(SCC(=O)N2CCCC(C)C2)nnc1-c1ccccn1 (stereo unspecified)
    -4	-9	-4	-1	2	-1	-4	12	5	0.6
CC(=O)c1ccc(-c2ccc(C(=O)N3CCN(c4ccc(F)cc4)CC3)o2)cc1
    -73	-32	-2	-6	6	-6	8	18	-11	0.4
Nc1ccnc(=O)[nH]1
    18	/	/	-5	-4	0	/	11	-6	-0.1

The order is random; any-hit rate near 4.7%.
